All columns: NCI-60 one-dose screen, growth in % after 48 h at 10 µM unless noted; 100 = growth as untreated, 0 = no growth, -100 = all killed.
MCF7: MCF7 breast cancer; actives 6.3% (n = 82,000)
MDA-MB-435: MDA-MB-435 melanoma; actives 7.8% (n = 82,000)
MDA-MB-231: MDA-MB-231 breast cancer; actives 5% (n = 81,000); AID 1794789
MOLT-4: MOLT-4 leukemia cells. actives 6.9% (n = 80,000)
MDA-MB-468: MDA-MB-468 breast cancer | AID 2202374 | actives 8.5% (n = 78,000)
SR: SR leukemia cells | AID 1794780 | actives 8.7% (n = 73,000)
K-562: K-562 leukemia. actives 7.4% (n = 78,000)
RPMI-8226: RPMI-8226 leukemia cells. actives 7.5% (n = 77,000)
The depositor's hits bear a star; x = not tested or not shown; & = joins results of further samples. Rule for the calls: active = growth percent below 10; inactive = the rest. Random draw from the library; about 15% have a hit in one of these screens.

Molecule,MCF7,MDA-MB-435,MDA-MB-231,MOLT-4,MDA-MB-468,SR,K-562,RPMI-8226
O=C(Cn1nnc2ccccc21)N/N=C/c1cccc(O)c1O,30,65,64,26,76,30,46,48
S=C(Nc1cccc(Cl)c1)Nc1cccc(Cl)c1,91,97,94,80,83,74,63,73
Clc1ccc2ncccc2c1,100,106,91,104,111,110,93,98
O=C1/C(=C/c2cc(F)cc(F)c2)Cc2c(F)ccc(Br)c21,38,97,101,109,95,97,100,102
NNC(=O)N/N=C1\C(=O)N(c2nccs2)C(=O)C(=O)C1c1nc2ccccc2s1 (stereo not drawn),98,109,90,x,106,x,x,x
NS(=O)(=O)c1ccc(CN2C(=O)c3ccc4c5c(ccc(c35)C2=O)C(=O)N(Cc2ccc(S(N)(=O)=O)cc2)C4=O)cc1,93,101,79,101,90,93,105,104
CC[C@H](C)[C@@H]1NC(=O)[C@@H]([C@@H](C)CC)NC(=O)CC(=O)[C@H](C)[C@H](/C=C(\C)C[C@H](C)C/C(C)=C/c2cnco2)OC1=O,94,97,87,75,88,87,86,x
O=C(Nc1ccc(Br)cc1)Oc1ccc(Cl)cc1C(=O)c1ccccc1,103,100,83,78,79,85,87,87
CCOC(=O)c1c(NCC(=O)Nc2ccc(Br)cc2)sc(C(C)=O)c1C,97,101,99,118,104,99,103,109
COc1ccc(-c2nc(SCCC(C)C)nc(Nc3ccc(C(=O)O)cc3)c2C#N)cc1,81,99,98,79,105,77,68,63
CSc1ccc2c(c1)N(CCC1CCCCN1C)c1ccccc1S2 (stereo not drawn),5.2*,43,46,41,-10*,14,1.5*,26
CNC(=O)c1cc(Oc2ccc3nc(NC(=O)c4cc(N5CCOCC5)cc(C(F)(F)F)c4)sc3c2)ccn1,75,68,76,65,64,27,67,52
CN1CCN(CC(=O)Nc2nc3c(s2)Nc2cc(Cl)c(Cl)cc2NC3=O)CC1,104,107,123,91,114,99,81,108
O=S(=O)(Nc1ccc(Cl)nn1)c1ccc(N=C=S)cc1,100,98,100,102,108,104,95,108
COC(=O)C(C#N)C(C#N)c1cc(OC)c(OC)cc1[N+](=O)[O-] (stereo not drawn),105,110,113,95,106,90,91,100
CC(CC(=S)N1CCOCC1)CC(C)(C)C (stereo not drawn),103,102,95,103,101,65,102,96
O=C(CCCC(=O)Nc1ccc(Cn2nnc3cc(Cl)c(Cl)cc32)cc1)Nc1ccc(CN2N=NC3C=C(Cl)C(Cl)=CC32)cc1 (stereo not drawn),67,88,76,83,59,79,67,64
Nc1ccc(-c2cn3ccsc3n2)cc1,109,97,95,117,x,x,94,109
C=C1C(=O)O[C@H]2[C@H]1CC/C(COC(=O)/C=C\C(=O)NCc1ccc(Cn3c(=O)sn(CCCC)c3=O)cc1)=C\CC[C@@]1(C)O[C@@H]21,-43*,-74*,-84*,-17*,-71*,-25*,0.3*,x
CC1(C)COC(=O)OC1,x,102,108,101,103,106,108,105
CCOC(=O)C=P(c1ccccc1)(c1ccccc1)c1ccccc1,90,97,95,106,96,x,103,98
O=C(Nc1cccc2[nH]c(C(F)(F)F)nc12)c1ccco1,88,92,99,92,94,82,85,113
CCOC(=O)C1=C(C)NC(=O)NC1c1ccccc1 (stereo not drawn),105&100&97&96,104&111&101&100,113&105&96&99,99&107&93&109,105&97&114&109,99&77&82&93,94&96&99,99&104&106&120
CCCCCCCCOC(=O)Nc1ccc(OCC)cc1,95,99,114,99,x,96,106,113
CN(C)C=C1C(=O)c2ccccc2C1=O,85,92,86,103,83,x,116,93
c1ccc(COC(CN2CCCCC2)c2ccccc2)cc1 (stereo not drawn),94,101,102,98,102,101,92,96
Oc1ccccc1-c1nnc(CNc2ccc(Cl)cc2)o1,14,34,47,16,-2.2*,10,13,23
CCCCCN(CCCCC)C(=O)CCl,107,112,112,107,101,98,89,109
CCOC(=O)CSc1ncnc2c1c(-c1ccccc1)cn2-c1ccc(Cl)cc1,93,107,87,87,81,91,89,93
COc1cc2c(cc1OC)C1=NN(C(=O)Nc3ccc(F)cc3)C(c3ccncc3)C1C2 (stereo not drawn),101,102,91,102,107,100,101,93
O=c1/c(=C/c2ccc(O)cc2)sc2nc3ccccc3n12,61,94,97,91,77,80,81,94
CN(C)c1ccc(C(=S)c2ccc(N(C)C)cc2)cc1,46,-13*,72,75,-12*,33,28,83
Cc1cc(Cl)c(C)cc1Cl,100,109,131,115,105,114,111,118
N#CC1=C(N)Oc2c(c(=O)[nH]c3ccccc23)C12c1cc(Br)ccc1-c1ccc(Br)cc12,78,88,84,89,78,111,94,83
CCCCC1CCc2cccc3c(SCC(=O)N(C)c4ccc(Cl)cc4)cc[n+]1c23 (stereo not drawn),99,103,109,99,106,101,91,110
COC(=O)c1ccccc1,101,113,108,101,100,89,103,113
Cc1ccc(Nc2cc(N)nc(N)n2)cc1Cl,75,99,102,94,78,108,74,82
O=[N+]([O-])c1cccc(N=NNc2cccc([N+](=O)[O-])c2)c1,65,x,79,83,58,95,103,86
C#C/C(=C\c1ccc(Br)cc1)n1nc2cccc(F)c2n1,43,34,83,80,52,29,39,93
O=C1c2cccc3cccc(c23)C(=O)N1Nc1nc(N2CCN(c3ccccc3)CC2)nc(-n2cnc3ccccc32)n1,84,90,78,83,97,82,70,78
O=C(O)CN(CC(=O)O)C1C(=O)NC(=O)NC1=O,96,108,101,106,115,109,100,102
Cc1ccc(Cn2cc(Cn3c(=O)c(-c4nc5ccccc5[nH]4)cc4ccccc43)nn2)cc1,84,88,52,95,97,92,94,103
CC1CN1C(=O)c1ccc(C(=O)N2CC2C)c2ccccc12 (stereo not drawn),102,96,89,116,94,125,101,102
COc1cc(CNC(=O)Cc2ccccc2)ccc1OCc1cn(-c2ccc(Br)cc2)nn1,86,98,92,81,84,x,83,79
Nc1nc(NCc2cccc(Cl)c2)c2c(n1)[nH]c1ccc(O)cc12,70,91,35,69,29,20,x,44
C=C(C)[C@@H]1CC[C@]2(COCCCNCCCN)CC[C@]3(C)[C@H](CC[C@@H]4[C@@]5(C)CC[C@H](OCCCN)C(C)(C)[C@@H]5CC[C@]43C)[C@@H]12,-78*,-91*,-86*,-16*,-68*,-49*,-40*,-52*
Cc1ccc(-n2cnc3c(NC(=O)Nc4ccccc4)ncnc32)cc1,98,85,92,107,95,99,99,106
COC1=C(N(C)C)C(=O)c2ccccc2C1=O,104,123,113,105,121,90,91,104
NN1C(=O)CSC1=S,95,100,105,99,119,99,101,102
O/N=C/c1ccc(Cl)cc1,97,104,111,101,93,104,113,108
CCOC(=O)c1ccc(C(Br)Br)cc1,95,102,98,87,99,123,100,105
C(=N\C(/N=C/c1ccco1)c1ccco1)/c1ccco1,92,113,100,110,102,104,113,98
O=C(O)c1cccnc1C(=O)O,95&99,105&102,100&114,88&102,105&85,110&103,99&106,100&95
CCOC(=O)N1CCc2nc(NC(=O)Cc3ccccc3)sc2C1,93,105,90,90,86,96,109,98
COC(=O)[C@@H](CC(C)C)N1CC=CCN(OCc2ccccc2)S1(=O)=O,x,102,90,81,101,85,101,97
CCOC(=O)CNC(=O)N1CCN(CC(=O)OCC)CC1,102,123,110,114,129,97,100,91
CCCCC(CC)OC(=O)c1ccc(OC)cc1 (stereo not drawn),110,106,100,98,102,98,99,x
O=[N+]([O-])c1ccc2c(c1)oc1ccccc12,91,121,116,91,105,96,95,104
N#CC1=C2NCCCCCNc3oc(nc3C#N)Cc3ccccc3CC(=N1)O2,94,103,102,104,93,104,100,103
COc1ccc(/C=N/NC(=O)CSc2nc3ccccc3c(=O)n2CCc2ccc(S(N)(=O)=O)cc2)cc1OC,84,101,86,49,105,75,53,56

(listing goes on)
Molecule,MCF7,MDA-MB-435,MDA-MB-231,MOLT-4,MDA-MB-468,SR,K-562,RPMI-8226
CCCCCCCC(CC(=O)O)OC(=O)CC(CCCCCCC)OC1OC(C)C(O)C(O)C1OC1OC(C)C(O)C(O)C1O (stereo not drawn),122,109,130,214,x,102,124,156
O=C(O)CP(=O)(O)CCc1ccccc1,97,108,99,115,89,110,105,103
Nc1ccc2ccc(O)cc2c1,91,102,68,118,104,106,111,93
O=C1c2cc(Cl)c(Cl)cc2C(=O)N1CNc1cc(Cl)ccc1Cl,93,106,112,97,114,100,108,103
C[n+]1c(/C=C\C=C\N2CCCCC2)sc2ccccc21,4.7*,-1.7*,18,-9.4*,-17*,x,-14*,-30*
O=C1C=CC2C3C=CC(C3)C12 (stereo not drawn),96,114,113,107,99,x,107,94
CCCNC(=O)c1ccc(S(N)(=O)=O)cc1,95,117,101,109,82,x,107,97
COC(=O)c1cc2ccccc2[nH]c1=O,83,106,116,112,102,108,108,99
O=C(Nc1ccc(Cl)c(C(F)(F)F)c1)c1cncc(C#Cc2cnc3ccc(N4CCOCC4)nn23)c1,-13*,19,-45*,0.6*,-31*,2.4*,13,x
O=C(c1ccccc1)C1CCC1,72,112,98,91,110,93,99,99
COc1cc(Nc2ncccc2/C=C/C(=O)c2cc(OC)c(OC)c(OC)c2)cc(OC)c1OC,9.3*,61,93,71,-2.8*,9.5*,46,52
CC(=O)CC(=O)CS(=O)(=O)c1ccccc1,102,109,107,94,107,94,102,100
S=c1nc[nH]c2c1ncn2C1CCCCO1 (stereo not drawn),95,110,100,114,102,107,87,102
Cc1cc(C(O)CN(C)C)cc2c1ccc1cc(C(C)C)ccc12 (stereo not drawn),-100*,-81*,-35*,-30*,-89*,-20*,-20*,-23*
NC(CS/C(Cl)=C/Cl)C(=O)O (stereo not drawn),45,59,88,97,-38*,96,89,36
CC(=O)CC(=O)SCCNC(C)=O,96,102,111,108,104,97,97,107
O=C(O)c1ccc2c(c1O)C(=O)c1ccccc1C2=O,88,109,99,93,88,109,112,98
O=C1CN(Cc2ccncc2)C(=O)[C@H](Cc2c[nH]c3ccccc23)N1,101,109,104,98,113,96,103,89
COc1cc(NCC(=O)Nc2cc(Nc3cccc(I)c3)ncn2)c(Cl)c(OC)c1Cl,80,99,64,64,99,83,88,76
C#CCn1c2c(c3ccccc31)C[C@]1(C)[C@H]3CC=C4[C@@H]5CC(C)(C)CC[C@]5(C(=O)N5CCOCC5)CC[C@@]4(C)[C@]3(C)CC[C@H]1C2(C)C,89,99,91,94,90,89,85,83
O=C1c2cccc3cccc(c23)C(=O)N1c1c(Cl)cc(Cl)cc1Cl,96,107,104,96,131,x,98,94
C=CC[C@@H](C[C@@H](C)CC[C@H]1O[C@]1(C)C(O)CC(=C)C(C)C)OC(C)=O (stereo partly drawn),84,96,88,117,82,120,103,111
C1CN(C[C@H]2CO[C@H](CN3CCOCC3)CO2)CCO1,98,122,105,103,106,91,109,95
CCCOC(=O)c1cc(O)ccc1O,96,103,93,93,99,95,107,73
COc1cccc(-c2nc3sccn3c2-c2ccnc(NCCNS(=O)(=O)c3c(Cl)cccc3Cl)c2)c1,58,50,77,34,57,x,29,15
COc1ccc(/C=C/C(=O)N2CC(C)OC(C)C2)cc1OC1CCCC1 (stereo not drawn),96,101,111,111,118,103,107,103
CO[C@@H]1[C@@H](OC)N(C(=O)c2ccc(Cl)cc2)C(=O)N1C(=O)c1ccc(Cl)cc1,99,97,104,88,133,x,97,100
COc1ccc2[nH]cc(-c3nc(-c4c[nH]c5ccncc45)cs3)c2c1,5.4*,-76*,-35*,-8.0*,-34*,0.7*,-38*,-20*
CC(=O)Oc1ccc2c(c1)c1cc3ncccc3nc1n2C(C)=O,36,89,72,55,51,39,59,59
O=c1[nH]c2ccc(Oc3ncccn3)cc2c(=O)n1Cc1cccc(NS(=O)(=O)c2ccc(F)cc2)c1,84,100,92,91,81,x,84,81
COc1ccc(/C(C)=C(/c2ccc(O)cc2)c2ccc(Cl)cc2)cc1F,118,82,101,83,94,77,79,86
CCCCOC(=O)c1cccc(C(=O)OCCCC)n1,103,101,94,91,112,99,x,104

Screening data deposited in PubChem by NCI.
